DNA FID counter = counter-screen for HCV NS3 helicase inhibitors: DNA intercalator displacement | DNA fluorescent intercalator displacement, fluorescence | 290,000 tested, 0.17% active | inhibition, % at 7.9 µM; in the data active = inhibition above about 37%;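 note: 0% = vehicle and 100% = reference compound; higher means more ethidium bromide displaced from hairpin DNA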
VIM-2 inh = blocks Pseudomonas aeruginosa VIM-2 metallo-beta-lactamase; purified VIM-2, nitrocefin hydrolysis, epi-absorbance fluorescence; inhibition, % at 5.6 µM; 290,000 tested, 0.89% active; AID 1527;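 active = inhibition above the mean of all tested compounds plus 3 SD, cutoff set per screening run, cut at about 7.5% in these data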;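 note: red hydrolysis product quenches plate fluorescence so inhibitors raise well fluorescence; 0% = enzyme with DMSO and 100% = DMSO without enzyme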
HCV NS3 hel inh = HCV NS3 helicase inhibition | NS3 helicase DNA unwinding, Cy5 molecular beacon fluorescence | inhibition, % at 10.9 µM | 290,000 tested, 0.56% active;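 active = inhibition above the mean of all tested compounds plus 3 SD, set per campaign, cut at about 35% in these data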;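 note: 0% = DMSO wells and 100% = thioflavine S control wells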
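Material: hepatitis C virus NS3 helicase domain fragment enzyme; measured by: Cy5 fluorescence, 0 and 60 min reads; control set: DMSO and thioflavine S; incubation: 60 min unwinding reaction at 25 °C after ATP addition; read-out basis: % inhibition from 60/0 min fluorescence ratio, DMSO 0%, thioflavine S 100%; repeats: singlicate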
IMP-1 inh = inhibitors of Pseudomonas aeruginosa IMP-1 metallo-beta-lactamase | purified IMP-1, nitrocefin hydrolysis, epi-absorbance fluorescence | AID 1556 | 290,000 tested, 0.45% active | inhibition, % at 5.6 µM;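 active = inhibition above the mean plus 3 SD of all compounds in the same screening run, cut at about 4.5% in these data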;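 note: 0% = IMP-1 with DMSO and 100% = DMSO wells lacking enzyme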
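System: purified recombinant IMP-1 beta-lactamase. Medium: Zinc- and detergent-supplemented HEPES buffer, pH 7.1. Compound: one 5.6 µM dose […]. Schedule: 15 min preincubation plus 25 min reaction at 25 °C. Technique: Epi-absorbance fluorescence, 480 nm excitation, 530 nm emission.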
p-CIP stab down = p/CIP protein destabilization | decrease of EGFP signal, % at 10 µM | AID 1984 | 290,000 tested, 0.01% active | F442A p/CIP-EGFP cells, EGFP fluorescence, 16 h | Q05BA5;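 active = EGFP signal decrease of at least 30% at 10 µM or well 3 SD below plate mean, unless failing retest; inactive = the rest, including hits failing retest or dose response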; note: some compounds called inactive have numbers as strong as hits; many of its hits are not listed in these tables
PfM18AAP inh = blocks P. falciparum M18 aspartyl aminopeptidase | inhibition, % at 7.35 µM | AID 1822 | 290,000 tested, 1.2% active | recombinant PfM18AAP, H-Glu-NHMec fluorogenic cleavage;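 active = inhibition above the campaign mean inhibition over all tested compounds plus 3 SD, cut at about 28% in these data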;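 note: 0% = plate median of test compound wells and 100% = 2 mM ZnCl2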
SUMO HTRF inh = SUMOylation inhibition | HTRF SUMOylation assay, SAE1/SAE2 + UBC9, in vitro | inhibition, % at 35 µM | 290,000 tested, 0.36% active; in the data active = inhibition above about 50%, passing the limit was not always enough; note: strong numbers were not always called active
Target sequence (P63279 whole entry, looked up): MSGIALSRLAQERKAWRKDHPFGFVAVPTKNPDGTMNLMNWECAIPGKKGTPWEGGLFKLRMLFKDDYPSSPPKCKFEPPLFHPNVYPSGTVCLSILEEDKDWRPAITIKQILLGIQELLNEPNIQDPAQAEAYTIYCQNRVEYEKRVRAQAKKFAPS
IDE act = IDE (human) activation, cell-based | P14735 | HEK cells, FAbeta-B cleavage, fluorescence polarization; 0% vehicle, 100% cell-free pure enzyme wells | activation, % at 5.96 µM | 340,000 tested, 0.073% active;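 active = activation above the mean of all tested compounds plus 3 SD, set per screening campaign, cut at about 17% in these data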
IDE inh = inhibits human insulin-degrading enzyme in HEK cells | P14735 | FAbetaB cleavage, fluorescence polarization | inhibition, % at 5.59 µM | 320,000 tested, 0.41% active | AID 434962;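 active = percent inhibition above the average of all tested compounds plus 3 SD, set per screening campaign, cut at about 16% in these data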;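 note: IDE supplied by intact live HEK cells; FP after avidin binding of uncleaved biotin substrate so inhibition keeps polarization high; 0% = DMSO wells and 100% = 60 µM reference IDE inhibitor Ii1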
* = called active by the depositor; x = not tested or not shown.

Sample of the layout:
SMILES	DNA FID counter	VIM-2 inh	HCV NS3 hel inh	IMP-1 inh	p-CIP stab down	PfM18AAP inh	SUMO HTRF inh	IDE act	IDE inh
O=C(O)CSc1sc(=S)sc1SCC(=O)O	-2	1.6	0	-1.5	-4	13	-7	-2	3
CCS(=O)(=O)N1CCC(C(=O)NCCN2CCN(Cc3ccccc3)CC2)CC1	6	-2.5	3	-3.3	-8	2	-6	4	1
CC(CNC(=O)c1cc(Cl)ccc1[N+](=O)[O-])NC(=O)c1cc(Cl)ccc1[N+](=O)[O-] (stereo not given)	4	-1.9	5	0.1	4	-5	-8	2	2
CCc1nnc(NC(=O)CN2CCCC(C)C2)s1 (stereo not given)	-4	-3.3	3	-3.5	3	4	-4	9	-1
O=C(Oc1coc(CSc2nnc(NC(=O)c3cccs3)s2)cc1=O)c1ccccc1	-10	0.2	6	0.4	0	-4	1	0	-6

All compounds of this part, from the start:
SMILES	DNA FID counter	VIM-2 inh	HCV NS3 hel inh	IMP-1 inh	p-CIP stab down	PfM18AAP inh	SUMO HTRF inh	IDE act	IDE inh
O=C(O)CSc1sc(=S)sc1SCC(=O)O	-2	1.6	0	-1.5	-4	13	-7	-2	3
CCS(=O)(=O)N1CCC(C(=O)NCCN2CCN(Cc3ccccc3)CC2)CC1	6	-2.5	3	-3.3	-8	2	-6	4	1
CC(CNC(=O)c1cc(Cl)ccc1[N+](=O)[O-])NC(=O)c1cc(Cl)ccc1[N+](=O)[O-] (stereo not given)	4	-1.9	5	0.1	4	-5	-8	2	2
CCc1nnc(NC(=O)CN2CCCC(C)C2)s1 (stereo not given)	-4	-3.3	3	-3.5	3	4	-4	9	-1
O=C(Oc1coc(CSc2nnc(NC(=O)c3cccs3)s2)cc1=O)c1ccccc1	-10	0.2	6	0.4	0	-4	1	0	-6
CCCN1CCC(=NNC(=O)c2ccc(Br)o2)CC1	-5	-4.9	6	-4.2	-6	-3	15	1	-7
CC1Cc2ccccc2N1C(=O)Cn1c(=O)oc2cc(S(=O)(=O)N3CCCCC3)ccc21 (stereo not given)	-11	-3.5	-2	-3.5	-7	10	3	7	4
CC(C)CCn1c(SCCc2ccccc2)nc2c1c(=O)[nH]c(=O)n2C	3	1.9	-1	-0.4	1	9	11	4	7
Cc1ccc(NC(=O)c2cc(-n3cnnc3)ccc2Cl)cc1	2	-3.3	7	-3.8	-8	-1	19	7	-2
Cc1ccc(CC(=O)N2CCN(C(=O)C3CCCO3)CC2)cc1 (stereo not given)	-10	1.0	12	-0.2	2	-6	6	-4	-7
Cc1ccc(C(=O)c2ccc([N+](=O)[O-])cc2)c(C)c1	3	-2.6	2	-3.8	-3	-3	12	5	-6
CCOc1ccccc1-n1c(CNc2ccc(F)cc2)nnc1SCC(=O)NCc1ccco1	-41	-3.5	34	-4.0	1	8	5	1	4
COc1ccc(/C=N/NC(=O)CCOc2ccccc2C)cc1OC	-23	-6.9	-7	-3.5	-4	2	3	2	0
COc1cc(NC(=O)Nc2cccc3cccnc23)cc(OC)c1OC	-33	0.0	7	-1.8	-2	-5	-15	3	x
CN(C)CCCNc1nc2sc3c(c2c(=O)n1CCc1ccccc1)CCCCC3	30	-2.3	-50	-0.9	3	3	1	1	-1
CCCCc1c(C)nc2c(OC)cccc2c1SCCC(=O)O	-31	1.8	3	-2.0	-1	-1	-15	4	-1
CC12CCC(C(=O)N(CC(O)CN3CCN(Cc4ccccc4)CC3)C1=O)C2(C)C (stereo not given)	6	0.2	-3	-2.2	-1	-14	29	x	0
Cc1ccc(C)c(Oc2coc3cc(OCC(=O)Nc4ccccc4C(C)C)ccc3c2=O)c1	-7	-2.8	-4	-1.9	13	0	-28	x	-5
Cc1ccc(NC(=O)c2ccc(CSc3nnc(C)s3)cc2)cc1	-14	-1.6	4	-2.7	-22	1	23	3	3
COc1cc(-c2nnc(-c3ccncc3)o2)ccc1OCc1ccccc1	7	1.5	1	-2.2	4	-3	12	3	3
O=C(Nc1ccccc1)NC1(C(=O)NCc2ccc3c(c2)OCO3)CCCCC1	-4	-3.1	-5	-3.4	-21	1	24	4	1
CCN(CC)CCOc1ccc2c(c1)C(=NNC(=O)c1ccccn1)c1cc(OCCN(CC)CC)ccc1-2	99*	30*	41*	0.3	-18	-3	6	0	6
CN1CCN(C(=S)Nc2cccc(Cl)c2)CC1	-17	-1.9	-9	-2.3	-19	-3	-1	2	-1
CCOc1ccccc1NC(=O)CSCC(=O)Nc1ccccc1	-5	-2.2	8	-2.9	7	6	1	-1	2
CCCc1cc(=O)oc2c(CN(CC)CC)c(O)c(Cl)cc12	-5	-2.4	7	1.4	0	-14	40	9	3
Cc1ccc(C)c(N2CCN(C(=O)CCCn3c(=O)c4cccn4c4cccnc43)CC2)c1	-44	-1.3	-7	-2.4	-15	8	10	-2	6
Cc1cc(NC(=O)c2cnn3c(C(F)F)cc(C4CC4)nc23)no1	1	-3.4	-7	-2.4	4	0	24	10	-1
CC(C)c1ccc(OCC(=O)N2CCCCCC2)c(Br)c1	-26	-2.3	11	-1.8	-4	-5	-5	4	0
CCCCNC(=O)CCn1c(=O)c2ccccc2n(CC(=O)NCCc2ccc(OC)c(OC)c2)c1=O	-3	3.8	-6	-0.6	6	1	4	6	1
CCn1c(/C=C/c2ccc(O)cc2)nc2ccccc2c1=O	-4	0.9	-9	-2.8	-6	-9	18	-14	0
CCN(CC)C(=O)CC(c1cc(OC)c(OC)c(OC)c1)c1c(OC)cc(OC)c2c(-c3ccccc3)cc(=O)oc12 (stereo not given)	x	x	x	x	-3	x	-9	-1	4
Cc1ccccc1C(=O)NC(=S)Nc1ccc(N2CCOCC2)cc1	-14	0.7	9	0.7	7	1	5	0	-2
Cc1nc2ccccn2c1-c1ccnc(=S)[nH]1	-6	-0.8	-4	-1.5	4	37*	8	-19	3
COc1cccc(C(=O)NC(=S)Nc2ccc3c4c(cccc24)CC3)c1	-3	-0.1	-3	0.0	-5	-13	-18	3	-2
CCOc1ccc2nc(-c3ccccc3)[nH]c2c1	2	-0.4	3	-3.6	12	1	31	3	1
COC(=O)c1c[nH]n2c(=O)cc(C)nc12	1	1.6	0	0.9	5	0	-14	5	11
CCc1sc(NS(C)(=O)=O)nc1-c1ccccc1	-4	-2.6	-1	-1.8	-2	2	11	7	1
Cc1ccc(CN2C(=O)CCC2C(=O)NCCN2CCOCC2)cc1 (stereo not given)	1	-1.0	-4	-0.9	-7	-1	-14	2	6
Cc1nc2ccccc2c(=O)n1/N=C/c1cc(Br)ccc1O	-2	-1.1	22	0.1	-2	6	-2	0	0
COc1cc(Br)c(Br)c(Br)c1N	3	-3.5	-10	-1.0	12	-2	-1	-14	12
CC1CCN(C(=O)C2CCCN(c3ncnc4c3nc3n4CCCCC3)C2)CC1 (stereo not given)	-64	-1.6	-3	-4.0	9	3	0	-12	10
N#Cc1ccccc1NC(=S)Nc1ccc(F)cc1	-1	-4.0	8	-3.7	-7	7	4	-7	3
NS(=O)(=O)c1ccc(NC(=O)COC(=O)c2cn(-c3ccccc3)nc2-c2ccc(F)cc2)cc1	0	-0.4	-4	-0.8	-19	0	14	7	-6
COc1ccccc1C(=O)NC(=S)Nc1ccc(NC(=O)c2ccco2)cc1	-1	-0.6	-9	-0.1	-4	-5	17	0	1
Cc1cccc(CNC(=O)C2CCC(=O)N(C3CCCCCC3)C2)c1 (stereo not given)	-22	-2.0	-4	-0.4	18	-5	8	4	4
C=CCN1C(=O)C(CC(=O)O)SC1=Nc1ccc(N=Nc2ccccc2)cc1 (stereo not given)	-14	-2.2	-15	-2.2	10	-1	-3	6	1
COC(=O)/C(N=Nc1c(C)n(C)n(-c2ccccc2)c1=O)=C(\C)O	-4	-2.0	5	-1.0	-4	2	2	3	-2
Cc1cc(C)cc(C(=O)NC(=S)Nc2ccc(-c3cc4ccccc4oc3=O)cc2)c1	1	-2.1	14	-2.7	2	3	11	0	4
O=C(NCCN1CCOCC1)c1ccccc1-c1ccccc1	-6	-2.0	-1	-1.0	2	-10	-2	6	4
COCCNC(=O)c1ccccc1NC(=O)CN(c1ccc2c(c1)OCO2)S(C)(=O)=O	-11	-3.4	1	-2.9	-11	3	6	2	-2
O=C(Cn1[nH]c(=O)c2ccccc2c1=O)OCC(=O)N1CCc2ccccc2C1	-18	-3.5	-1	-3.9	-4	-2	25	5	1
Cc1ccc(CNC(=O)Cn2cnc(S(=O)(=O)N3CCC(C)CC3)c2)o1	-6	0.5	4	1.1	10	3	-2	5	6
COc1ccccc1CCC(=O)N(C)C1CCCN(Cc2ccccc2F)C1 (stereo not given)	-12	-0.9	0	-2.1	-8	-13	3	5	1
COc1ccc(CC/C(=N\O)C2(O)CCCCC2)cc1	-10	-0.1	-9	-0.4	-2	-5	17	3	6
Cc1onc(-c2ccccc2)c1C(=O)N1CCN(C)CC1	0	-2.8	0	-2.2	2	-11	-1	7	3
CN(C)/C=N/c1nc2nccc(-c3ccc(Cl)cc3)n2n1	-5	-0.5	12	0.3	10	-4	49	5	0
COc1cccc(CNC(=O)CN2CCC(c3nc4ccc(C)cc4[nH]3)CC2)c1	0	-2.7	-10	-4.6	-4	1	3	2	-3
COc1cc(SC)ccc1C(=O)Nc1ccccc1	-4	-0.5	3	-2.0	0	0	-2	0	-7
COC(=O)CCS(=O)(=O)c1ccc(Cl)cc1	-2	-0.8	5	-2.4	0	-1	-1	0	-4
CCNC(=S)Nc1ccc(S(=O)(=O)Nc2cc(C)nc(C)n2)cc1	1	-1.2	-2	-3.2	-4	0	9	1	6

Other structures follow:
SMILES	DNA FID counter	VIM-2 inh	HCV NS3 hel inh	IMP-1 inh	p-CIP stab down	PfM18AAP inh	SUMO HTRF inh	IDE act	IDE inh
Cc1cc(C)c(-n2nnnc2SCC(=O)c2cccs2)c(C)c1	-2	-1.2	3	-3.0	-15	-6	-11	9	3
COc1ccc2cc3c(N)nn(C(=O)Cc4c[nH]c5ccccc45)c3nc2c1	-28	-0.6	-3	-0.4	6	10	13	2	2
O=C(O)/C=C/C(=O)NCCCc1ccccc1	4	-0.4	-11	-0.9	-16	-4	1	0	-6
Cc1cc(OCC(=O)Nc2ccc(F)c(F)c2)nc(C(C)C)n1	1	-3.1	0	-4.0	-19	1	16	4	2
CCc1ccc2c(CN3CCc4cc(OC)c(OC)cc4C3)cc(=O)oc2c1	-17	-0.4	23	-0.5	-6	-6	36	-3	2
Cc1ccc(-n2ncc3c2CC(C)(C)CC3NC(=O)CCc2cccnc2)cc1 (stereo not given)	-29	-1.2	3	-2.8	-3	1	-10	0	x
Cc1ccc(/C=C/C(=O)NCCc2ccccc2)o1	-19	-1.5	30	-3.6	-2	-70	10	2	2
Cc1cccc(C)c1NC(=O)C(Cl)C(=O)c1ccccc1 (stereo not given)	3	-1.7	-1	-3.0	11	7	-18	-7	3
COc1ccc(NS(=O)(=O)c2cc3c(cc2C)N(C(C)=O)CCO3)cc1	-13	-3.5	18	-2.4	5	-2	-8	-1	2
CSc1nc(C)cc(C)c1C(N)=O	1	-1.1	-7	-4.4	-10	0	7	2	8
Cc1c(C(=O)O)sc(=S)n1-c1ccccc1	4	2.1	6	-0.3	1	6	-8	6	0

Assay outcomes from PubChem.
